Yp Topo-I inh: blocks Yersinia pestis topoisomerase I activity; Y. pestis Topo-I cleavage product accumulation, plate reader; activity, % at 10 µM; 360,000 tested, 0.064% active; AID 504884; in the data active = activity above about 50%, passing the limit was not always enough; also: inactives centre near 2
TcdB inh: blocks C. difficile toxin B glycohydrolase activity. P18177. TcdB glycohydrolase enzymatic assay, plate reader. inhibition, % at 9.99 µM. 350,000 tested, 0.24% active; in the data active = inhibition above about 10%
SSB-PriA inh: blocks PriA binding to SSB C-terminal tail; AID 1272365; inhibition, % at 33 µM; AlphaScreen SSBct-PriA binding, biotinylated peptide; 430,000 tested, 0.6% active; in the data active = inhibition mostly above about 37%, no sharp cut-off; inactive = mostly below about 20%;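 also: plate controls were negative control peptide for no effect and reference peptide for full effect; strong numbers were not always called active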
CCHFV vOTU inh: CCHFV vOTU protease inhibition | Pep-AMC fluorescence | inhibition, % at 11.5 µM | 370,000 tested, 0.55% active | AID 651958; in the data active = inhibition above about 30%; also: 0% = vehicle wells with enzyme and 100% = no enzyme wells
DUSP3 inh: DUSP3 (human) phosphatase inhibition; inhibition, % at 13.3 µM; P51452; recombinant VHR phosphatase, pNPP absorbance; 290,000 tested, 0.52% active; in the data active = inhibition above about 50%; also: some compounds called inactive have numbers as strong as hits
Target sequence (P51452 whole entry, looked up): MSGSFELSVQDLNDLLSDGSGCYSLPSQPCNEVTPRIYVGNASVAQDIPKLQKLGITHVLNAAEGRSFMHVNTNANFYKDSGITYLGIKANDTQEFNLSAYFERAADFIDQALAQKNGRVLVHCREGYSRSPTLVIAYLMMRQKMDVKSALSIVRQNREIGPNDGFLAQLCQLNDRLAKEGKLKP
3CLpro inhibitor: SARS-CoV 3CLpro protease inhibition | recombinant SARS-CoV 3CLpro, quenched FRET peptide cleavage | 290,000 tested, 0.14% active | inhibition, % at 6 µM; in the data active = inhibition above about 12%
PrPC TRFRET: inhibitors of human cell surface prion protein PrPC. P04156. TR-FRET read-out. inhibition, % at 13.8 µM. 370,000 tested, 0.43% active. AID 720596; in the data active = inhibition above about 24%; also: 0% = median of the test wells and 100% = reference compound wells
Vc quorum ag: quorum light induction in luxS cqsA deficient V. cholerae; V. cholerae BH1578 lux reporter, luminescence, 6 h; activation, % at 18.7 µM; 350,000 tested, 0.16% active; AID 588436; in the data active = activation mostly above about 9.7%, no sharp cut-off; also: not every result past the cut was called active; inactives centre near 0; reference of the scale not given here
Rv3671c protease: Rv3671c (M. tuberculosis) protease inhibition | P9WHR9 | inhibition, % at 5.96 µM | 320,000 tested, 0.048% active | AID 2606; in the data active = inhibition above about 38%;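 also: extracellular domain of Rv3671c used as enzyme; 0% = enzyme with DMSO and 100% = no enzyme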
Target sequence (P9WHR9 whole entry, looked up, the tested form may be a part): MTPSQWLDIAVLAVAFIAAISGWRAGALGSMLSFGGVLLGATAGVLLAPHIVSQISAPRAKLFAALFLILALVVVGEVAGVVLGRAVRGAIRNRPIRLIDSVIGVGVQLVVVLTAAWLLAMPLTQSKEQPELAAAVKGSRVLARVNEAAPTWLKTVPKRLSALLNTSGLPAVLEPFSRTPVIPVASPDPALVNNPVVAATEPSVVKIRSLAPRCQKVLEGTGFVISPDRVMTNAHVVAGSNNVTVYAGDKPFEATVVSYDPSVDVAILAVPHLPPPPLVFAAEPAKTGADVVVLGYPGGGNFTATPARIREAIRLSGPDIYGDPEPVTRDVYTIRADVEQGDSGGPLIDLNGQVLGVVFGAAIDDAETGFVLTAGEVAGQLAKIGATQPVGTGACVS
MazEF act: activators of E. coli MazEF toxin-antitoxin RNase; P0AE70; FAM/BHQ RNA-DNA oligo cleavage fluorescence, 5 h; activation, % at 20 µM; 350,000 tested, 0.32% active; AID 504720; in the data active = activation above about 50%
Target sequence (P0AE70 whole entry, looked up): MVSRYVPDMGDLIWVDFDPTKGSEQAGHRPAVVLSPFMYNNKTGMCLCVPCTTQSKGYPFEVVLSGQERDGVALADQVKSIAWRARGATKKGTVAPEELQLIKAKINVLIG
Starred values were filed as active, the others as inactive; i = inactive; x = not tested or not shown; & = joins results of further samples. These rows are one share of the data (hit frequency here may not be typical).

Compound,Yp Topo-I inh,TcdB inh,SSB-PriA inh,CCHFV vOTU inh,DUSP3 inh,3CLpro inhibitor,PrPC TRFRET,Vc quorum ag,Rv3671c protease,MazEF act
N=c1c2c(-c3ccccc3)c(-c3ccccc3)n(Cc3ccco3)c2ncn1Cc1ccccc1,17,x,21,2,12,4,3,4.8,0,10
COc1cc(Cl)c(C)cc1NC(=O)CSc1nnc(-c2ccccn2)n1Cc1ccco1,7,x,-2,-1,43,4,5,-0.2,-1,4
CN(CC(=O)Nc1ccccc1Cl)C(=O)COC(=O)/C=C/c1cccs1,5,1.4,-5,11,x,x,-8,7.1,-8,7
COC(=O)c1cc(C(=O)OCC(=O)Nc2ccccc2OC(F)F)cc([N+](=O)[O-])c1,1,1.0,7,2,12,5,-21,-0.1,1,2
COc1ccc2nc(NC(=O)c3ccc(NC(=O)C4CCCO4)cc3)sc2c1 (stereo not given),-8,0.9,-5,-7,-2,1,17,i,1,5
CCc1nnc(NC(=O)CSc2nc3[nH]c(=O)cc(O)c3s2)s1,3,0.4,1,3,x,x,4,i,-5,-1
c1ccc2c(-c3cccc4nccn34)cncc2c1,-3,0.9,x,13,x,x,-13,-0.5,x,x
CCc1cccc(C)c1NC(=O)CCNC(=O)c1cccc(C)c1,1,1.3,3,4,25,0,5,0.0,0,-4
CCn1c(CNC(=O)c2cccc(C)c2)nc2ccccc21,4,-3.4,-10,10,16,-4,7,i,7,-7
Cc1ccc(NC(=S)NNC(=O)c2nn(C)c(C)c2Cl)cc1,-1,x,0,13,29,4,3,-0.3,7,5
COC(=O)C(N)Cc1ccc(Cl)cc1 (stereo not given),-8,0.4,-2,3,x,x,10,i,8,7
CCN(c1ccccc1)S(=O)(=O)c1nnc(NC(=O)CC(C)C)s1,2,0.5,30,-7,27,0,-4,i,0,6
CCCCn1c(SCC(=O)NC2CCS(=O)(=O)C2)nnc1-c1ccc(OC)cc1 (stereo not given),11,2.8,2,-9,x,x,-7,i,-4,-15
COc1ccccc1NC(=O)Nc1ccnn1C1CCN(C(=O)C2CCOC2)CC1 (stereo not given),6,2.0,x,4,x,x,-5,i,x,4
O=C(COC(=O)c1cnccn1)NCc1ccccc1Cl,4,1.4,x,-2,x,x,4,i,x,4
COc1ccc(-c2nc(N)c(C#N)c(-c3cccnc3)c2C)cc1,5,-0.1,-8,5,17,-2,-9,-0.9,-6,6
CCNC(=S)Nc1cccc(NC(=O)c2ccccc2O)c1,-6,1.3,7,-22,14,4,7,i,1,-1
CCOc1cc(C(=O)Nc2ccccc2N2CCOCC2)ccc1OCC(=O)N1CCOCC1,15,0.1,-1,-7,x,x,-2,i,-7,-1
O=C(Cc1ccccc1)N/N=C/C=C/c1ccccc1[N+](=O)[O-],21,-0.7,i,5,16,3,-15,i,-3,0
CCc1nnc(NS(=O)(=O)c2ccc(NC(=O)CCC(=O)O)cc2)s1,-1,2.2,5,-6,0,-1,2,-1.6,8,0
COc1ccc(/C=N/NC(=O)c2cccnc2)cc1CSc1ccccn1,4,1.4,i,1,2,-2,8,-0.6,-6,10
O=C(NCCC1CCCC1)C1CCC(=O)N(CCCN2CCCC2=O)C1 (stereo not given),7,-0.6,10,-13,9,0,2,0.8,5,7
COc1ccc2c(CC(=O)NCc3ccc4c(c3)OCO4)coc2c1,1,1.2,-8,12,3,-1,3,i,-17,-6
CCOC(=O)c1c(C)nc(SCC(N)=O)c(C#N)c1-c1ccccc1,-6,x,6,-4,-17,2,-7,0.1,-7,-5
CCOC(=O)C1CCCN(C(=O)c2cccnc2Oc2ccccc2)CC1 (stereo not given),0,0.8,x,3,x,x,-7,-0.5,x,x

Random excerpt: 4 records from the list, in no set order.
Compound,Yp Topo-I inh,TcdB inh,SSB-PriA inh,CCHFV vOTU inh,DUSP3 inh,3CLpro inhibitor,PrPC TRFRET,Vc quorum ag,Rv3671c protease,MazEF act
CCOc1cc(C(=O)Nc2ccccc2N2CCOCC2)ccc1OCC(=O)N1CCOCC1,15,0.1,-1,-7,x,x,-2,i,-7,-1
CCOC(=O)C1CCCN(C(=O)c2cccnc2Oc2ccccc2)CC1 (stereo not given),0,0.8,x,3,x,x,-7,-0.5,x,x
CCc1cccc(C)c1NC(=O)CCNC(=O)c1cccc(C)c1,1,1.3,3,4,25,0,5,0.0,0,-4
CCn1c(CNC(=O)c2cccc(C)c2)nc2ccccc21,4,-3.4,-10,10,16,-4,7,i,7,-7

Further records.
Compound,Yp Topo-I inh,TcdB inh,SSB-PriA inh,CCHFV vOTU inh,DUSP3 inh,3CLpro inhibitor,PrPC TRFRET,Vc quorum ag,Rv3671c protease,MazEF act
C(=NN=C(NN=Cc1cccs1)NN=Cc1cccs1)c1cccs1,6,-1.1,-5,33*,x,x,2,i,x,-4
Cc1cc(C(=O)COc2nncc3ccccc23)c(C)n1C,6,x,4,-5,22,5,4,-3.2,x,-5
Clc1ccc2c(c1)c1cc(Cl)ccc1n2CN1CCOCC1,2,x,-34,1,4,5,8,i,-10,4
N#Cc1ccccc1NC(=S)NC(=O)c1cccs1,13,3.9,-6,10,-7,2,-1,-0.2,4,1
O=C1C(Cc2ccccc2)Nc2ncnc(N3CCCCC3)c2N1Cc1ccc(Br)cc1 (stereo not given),-7,1.5&-0.6,8,3&22,x,x,5&11,6.7,-7,-2
O=C(CCc1nc2ccccc2s1)N1CCN(S(=O)(=O)c2cccs2)CC1,0,x,-6,-17,19,1,-7,-2.5,-9,1
CCOC(NC(=O)c1ccccc1)C(NC(=O)c1ccccc1)OCC (stereo not given),-8,x,5,3,-2,-3,2,-0.4,1,11
Cc1noc(C)c1NC(=O)Nc1ccc2c(c1)CC(=O)N([C@H](C)CO)C[C@@H](C)[C@H](CN(C)CC1CCCCC1)O2,30,0.0&0.1,4,-2,x,x,4,-0.5,1,-2
Cc1c(NC(=S)NC(=O)c2sc3ccccc3c2Cl)cccc1C(=O)O,1,-0.6,-19,7,-1,-3,3,-1.2,-3,1
Cc1ccccc1CCNC(=O)c1cc(C2CC2)nc2c1cnn2C(C)C,31,-0.6,-19,15,x,x,6,i,-3,0
Cc1cc(C)n(-c2nc(NCC(C)O)c3c4c(sc3n2)COC(C)(C)C4)n1 (stereo not given),5,x,-2,-63,4,-6,0,-2.9,-7,-4
O=C(Nc1ccccc1-c1ccccc1)c1cccs1,-2,1.3,-6,5,0,-3,-3,-0.1,2,-3
COc1ccccc1NC(=O)C1CCCN1C(=O)NCc1ccccc1 (stereo not given),0,x,-13,-12,17,3,-2,i,5,-12
O=C(O)C1CC=CCC1C(=O)Nc1ccccc1Cl (stereo not given),0,x,-10,1,14,0,-1,i,-3,5
CC(=O)c1ccc(Cc2cnc(N)s2)cc1,-2,x,-4,2,13,-2,2,-5.2,6,-13
Cc1cc(OCC(=O)N2CCN(c3ccc(F)cc3)CC2)c2c(C)cc(=O)oc2c1,3,1.1,-3,13,-6,-2,4,i,2,14
CCn1c(SCC(=O)Nc2ccccc2)nc2c(c1=O)SCC2,2,0.6,x,-8,x,x,-2,i,x,4
CCOc1cc(/C=C/C(=O)OCC(=O)NC2CCS(=O)(=O)C2)ccc1OCc1ccccc1 (stereo not given),14,1.9,-32,15,6,4,-1,-0.3,2,-4
CCCCSc1nnc(-c2ccc(C)cc2)o1,10,x,-72,5,-15,0,-7,-0.4,0,-7
CNC(=O)Cn1c(C)cc(=O)c2cccc(OC)c21,4,0.6,-12,-7,12,-3,1,-0.4,7,-4
CCOC(=O)N1CCC(N(C(=O)Nc2ccc(CC)cc2)C(C)CC)CC1 (stereo not given),11,x,-8,-19,34,-3,2,i,-18,5
CC1CCCC(NC(=O)COC(=O)COc2cccc(F)c2)C1C (stereo not given),4,2.0,-10,41*,x,x,1,-3.3,-2,4
CCCCn1cnc2c(c(CC#N)nn2-c2ccccc2)c1=N,7,1.4,-2,10,x,x,-2,-4.5,x,9
CCC(=O)Nc1ccc2c(c1)ncn2C,13,1.2,-7,3,14,-2,8,i,-7,-2
O=C(COc1ccccc1)Nc1ccccc1C(=O)NC1CC1,-9,1.2,-25,-7,x,x,2,i,1,5
CCC(C)(C(=O)NC1CCCCC1)N(Cc1ccco1)C(=O)CC1NC(=O)NC1=O (stereo not given),7,x,-3,8,-2,0,4,0.1,6,2
CN=C(Nc1ccccc1)SC1CC(=O)N(c2ccc(C(=O)OC)cc2)C1=O (stereo not given),-12,x,5,-2,3,0,1,i,-9,2
O=C(c1cc2cc3ccc(Cl)cc3nc2o1)N1CCN(Cc2ccc3c(c2)OCO3)CC1,-5,1.8,-6,-1,x,x,-1,-0.5,x,13
O=C(CSc1nnc(-c2ccncc2)n1-c1ccccc1Cl)Nc1ccc(C(=O)O)cc1,-7,0.6,-6,-1,-3,0,1,i,1,3
CC1(C)C(=O)Nc2ccccc2N1C(=O)CN1C(=O)C(=O)N(C2CCCC2)C1=O,-1,0.3,-1,-10,15,5,-2,-0.3,8,7
CCSc1ncc(Cl)c(C(=O)Nc2ccc(S(N)(=O)=O)cc2)n1,-4,-0.8,0,11,21,5,-13,1.6,-5,8
COc1cc(NC(=O)c2cnc(N)s2)cc(C(=O)Nc2cccc(C(F)(F)F)c2)c1,-21,-0.5&-4.4,0,10&12,22,x,16&2,-0.2,-103,10&11
O=C(Nc1ccccc1)c1cc2c(=O)c3ccccc3oc2nc1C(F)(F)F,3,x,-4,4,20,3,-1,-0.3,7,18
Cc1ccc(C(=O)N(CC(=O)NC2CCCC2)c2ccccc2C)s1,-6,0.7,-9,18,18,-1,8,i,-4,-2
O=C1/C(=C\c2cc(Br)cc(Br)c2O)SC(=S)N1Cc1ccccc1,-4,x,7,x,17,2,x,0.3,-39,-16
COc1ccc(NC(=O)CN(C)C(=O)CCNC(=O)Nc2ccccc2)cc1,-9,2.0,-1,-6,x,x,7,5.6,x,1
OC(CNCc1ccccc1C(F)(F)F)C(F)(F)F (stereo not given),-6,9.0,-3,1,11,-1,0,-0.7,-4,2
CCN(CC)S(=O)(=O)c1cccc(-c2nnc(SC(C)C(N)=O)n2CCc2ccccc2)c1 (stereo not given),15,x,2,6,12,-1,5,3.6,4,9
COc1ccccc1N1CCN(C(=O)c2nn(C)c3c2CS(=O)(=O)c2ccccc2-3)CC1,16,1.4,3,9,50*,-1,0,0.5,4,3
Cn1c(CNC(=O)C(Cc2ccccc2)NC(=O)c2cccc(F)c2)cc(=O)n(C)c1=O (stereo not given),4,1.2,2,-2,0,8,-1,-7.3,-5,-19
CCOc1cc(C2C(C(=O)N3CCOCC3)=C(C)NC3=C2C(=O)CCC3)ccc1O (stereo not given),-14,0.1,-14,12,37,8,3,i,-6,-1
CCC(CC)NC(=O)CSc1nnc(-c2c[nH]c3ccccc23)o1,-1,-0.3,-2,4,19,0,-2,-0.3,-8,-2
COc1ccc(C2=Nc3ccc(Br)cc3C(c3ccccc3)N2CC(=O)NN)cc1 (stereo not given),12,x,-6,-10,11,8,-9,-1.4,-13,-2
Cc1c(N2C(=O)/C(=C\c3cccc4ccccc34)SC2=S)c(=O)n(-c2ccccc2)n1C,27,x,-1,11,-1,-6,-7,-0.4,-1,-3
CS(=O)(=O)NN1C(=O)c2ccccc2NC1c1cc2ccccc2nc1Cl (stereo not given),3,1.3,-3,-6,-4,-2,-4,i,-15,-3
CCC1CCCCN1CCCNC(=O)CNC(=O)Cn1ccc2ccccc2c1=O (stereo not given),0,x,10,9,18,-3,-1,-0.3,2,3
CN1C(=S)NC(C)(C)CC1(C)c1ccc(O)cc1O (stereo not given),-4,x,-13,-13,-7,0,0,-0.7,-5,0

Assay outcomes deposited in PubChem BioAssay by several laboratories.
